Bioassay records from PubChem.
aDG glyco up = increases alpha dystroglycan glycosylation; activation, % at 10 µM; hit rate 0.22% among 360,000; AID 624168; Pro5-aDG cells, alpha-DG glycosylation AlphaScreen (IIH6); 0% Pro5, 100% B10-LARGE cell signal;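 active means activation of at least 8% versus controls, or a plate z-score of at least 8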;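 further: Pro5 are CHO cells carrying HIG-tagged alpha-DG that lacks glycosylation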
MC4R antagonist = blocks human MC4R cAMP signaling | P32245 | MC4R-expressing cells, MTII-stimulated cAMP, LANCE TR-FRET | inhibition, % at 6.5 µM | hit rate 0.48% among 360,000 | AID 540295;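 active means inhibition above its plate's cutoff, the mean of tested wells on that plate plus 3 SD, cut at about 29% in these data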;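 further: 0% = Melanotan II alone and 100% = Melanotan II plus saturating MCL0020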
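System: U2OS cells stably expressing human melanocortin 4 receptor (MC4R). Reagent: Melanotan II challenge after compound preincubation. Doses: 6.5 µM. Times: 30-min compound, 1-h challenge, 1-h detection, room temperature. Measured by: TR-FRET with Eu-cAMP and labeled anti-cAMP, 671 nm. Replicates: singlicate.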
H9c2 protect = modulators protecting cardiomyocytes from myocardial damage; H9c2 cardiomyocytes, H2O2 injury protection, ATPLite, 2 h; protection from H2O2 cell death, % at 20 µM; hit rate 0.63% among 360,000; AID 588492;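 active means compounds giving at least 50% protection of heart cells from peroxide-induced death in the single-dose screen, raw or plate-pattern-corrected value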;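 further: 0% = DMSO wells with peroxide and 100% = DMSO wells without peroxide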
N-glyco inh = blocks N-linked glycosylation in D54 reporter cells. D54 ERlucT glycosylation luciferase reporter, 24 h; percent of 100 nM tunicamycin response. reporter increase, % at 12.5 µM. hit rate 0.23% among 360,000. AID 588692;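 active means mean luciferase reporter signal, scaled so untreated is 0 and the glycosylation-blocking control 100, at or above a set limit in every replicate; inconclusive means mean reaches the limit but not every replicate does; inactive means mean below the limit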;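 further: luciferase carries N-glycosylation sites so blocking glycosylation raises the light; 0% = median of neutral control wells and 100% = median of 100 nM tunicamycin wells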
HTR2A ag = mouse HTR2A agonism via beta-arrestin recruitment; AID 624169; CHO-K1 mHTR2A beta-arrestin complementation, luminescence; percent of 30 µM serotonin response; hit rate 0.66% among 360,000; activation, % at 7.6 µM; P35363;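 active means activation above a run cutoff, the mean activation of all tested compounds plus 3 SD, cut at about 14% in these data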;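 further: 0% = plate median of compound wells and 100% = 30 µM serotonin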
Granule exo inh = lytic granule exocytosis inhibition. inhibition, % at 10 µM. TALL-104 LAMP-1 surface exposure, flow cytometry; cells stimulated with thapsigargin and PMA. hit rate 0.66% among 360,000;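 active means inhibition above about 55%, limit read from the data; inconclusive means no clear call, values can overlap the other calls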
ABCB6 inh MLPCN = blocks the human ABCB6 transporter; Q9NP58; K562-ABCB6 porphyrin accumulation, flow cytometry, 1 h; stronger effect = lower value; fluorescence ratio to DMSO, % at 10 µM; hit rate 0.19% among 360,000;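 active means fluorescence ratio to DMSO below 75%, the collection mean minus 3 SD; inconclusive means too few cells collected in the well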;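 further: signal is porphyrin accumulated inside mitochondria; 100% equals median channel fluorescence of DMSO control wells; lower ratio means ABCB6 inhibition with less porphyrin fluorescence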
Target sequence (Q9NP58 whole entry, looked up): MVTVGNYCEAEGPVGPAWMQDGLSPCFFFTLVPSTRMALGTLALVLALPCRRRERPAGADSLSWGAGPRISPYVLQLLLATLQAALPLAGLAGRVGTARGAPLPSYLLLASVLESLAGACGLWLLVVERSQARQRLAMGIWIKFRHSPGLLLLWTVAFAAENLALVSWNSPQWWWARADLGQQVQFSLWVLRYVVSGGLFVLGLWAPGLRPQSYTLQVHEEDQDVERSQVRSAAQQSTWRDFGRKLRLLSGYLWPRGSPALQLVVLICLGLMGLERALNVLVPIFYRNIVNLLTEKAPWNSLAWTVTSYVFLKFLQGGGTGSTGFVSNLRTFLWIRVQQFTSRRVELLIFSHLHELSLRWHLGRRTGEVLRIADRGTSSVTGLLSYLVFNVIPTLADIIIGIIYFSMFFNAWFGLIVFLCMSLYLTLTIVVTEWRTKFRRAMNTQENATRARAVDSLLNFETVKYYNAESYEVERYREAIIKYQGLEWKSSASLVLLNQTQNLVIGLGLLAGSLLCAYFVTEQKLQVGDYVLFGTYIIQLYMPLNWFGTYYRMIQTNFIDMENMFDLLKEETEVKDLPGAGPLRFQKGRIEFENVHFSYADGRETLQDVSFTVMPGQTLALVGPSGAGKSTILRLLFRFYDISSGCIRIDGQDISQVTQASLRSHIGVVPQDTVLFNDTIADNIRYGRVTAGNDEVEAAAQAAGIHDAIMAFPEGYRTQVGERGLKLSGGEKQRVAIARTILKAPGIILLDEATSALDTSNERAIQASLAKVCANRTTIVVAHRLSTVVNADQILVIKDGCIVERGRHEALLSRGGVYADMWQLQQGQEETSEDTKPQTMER
ABHD5-PLIN5 inh = blocks binding of human ABHD5 to perilipin-5; Split G. princeps luciferase complementation, luminescence, 4 h; Q00G26+Q8WTS1; AID 602281; inhibition, % at 4 µM; hit rate 0.78% among 360,000;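 active means inhibition above the mean inhibition across every tested compound plus 3 SD, cut at about 22% in these data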;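 further: 0% = DMSO only wells and the 100% control is not disclosed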
iPSC survival up = enhancers of human iPSC single-cell survival; hiPSC single-cell survival, ATPlite luminescence; 100% = ROCK inhibitor wells, 0% = DMSO; survival enhancement, % at 20 µM; hit rate 0.044% among 360,000; AID 602274; in the data active means survival enhancement above about 18%;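 further: cells exposed to compounds for 16 hours before the ATP read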
MC4R ag barr = agonists of human melanocortin 4 receptor (MC4R) beta-arrestin; P32245; activation, % at 8.9 µM; hit rate 0.98% among 360,000; AID 540308; U2OS MC4R beta-arrestin complementation, luminescence; percent of melanotan II response, DMSO zero;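 active means activation above a per-plate cutoff, the mean activation of sample wells on that plate plus 3 SD, cut at about 8% in these data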
Numbers without * were called inactive; u = inconclusive; x = not tested or not shown.

SMILES | aDG glyco up | MC4R antagonist | H9c2 protect | N-glyco inh | HTR2A ag | Granule exo inh | ABCB6 inh MLPCN | ABHD5-PLIN5 inh | iPSC survival up | MC4R ag barr
COc1cc(C(=O)NCC(c2ccco2)N2CCCC2)ccc1OCc1ccccc1 (stereo not drawn) | 0.2 | 3 | -6 | -7 | -11 | 6 | 99 | 3 | 0.2 | -0.7
Cc1ncsc1C(=O)Nc1nc2c(s1)CCCC2 | 0.2 | 9 | -9 | -2 | 2 | 0 | 100 | -3 | 0.8 | -2.6
COc1cc(NS(=O)(=O)c2ccc(NC(=S)NC(=O)c3sc4cc(F)ccc4c3Cl)cc2)nc(OC)n1 | 0.1 | 7 | 1 | 0 | 2 | -1 | 96 | -6 | 0.6 | 1.5
CCN(CC)c1ccc(/C=N/NC(=O)CNC(=O)c2cccnc2)cc1 | -0.1 | -4 | 2 | 1 | -2 | -13 | 94 | 9 | -0.5 | -0.4
CN1C[C@@H]2C(c3ccc(Cl)nc3)C3(c4cccnc4)CC2(C3)[C@H]1c1ccccc1 (stereo partly drawn) | -0.3 | 9 | 12 | -2 | 10 | 19 | 98 | 3 | 0.7 | 0.6
Cn1c(=O)n(C)c2cc(NC(=O)C(F)(F)F)ccc21 | -0.1 | 2 | 7 | 3 | 0 | -10 | 80 | 6 | 0.2 | 0.4
O=C(c1ccco1)N(Cc1cc2ccccc2[nH]c1=O)C1CCCCC1 | 0.1 | 14 | -11 | 2 | -4 | 2 | 98 | 3 | -3.4 | -2.4
O=C(COC(=O)Cc1ccccc1F)Nc1ccc2c(c1)OCCO2 | -0.1 | 8 | 1 | 1 | 1 | -1 | 94 | 1 | -0.1 | -2.7
O=C(NCC1CCCO1)c1ccc(NC(=O)c2cc(F)c(F)cc2Cl)cc1 (stereo not drawn) | -0.2 | 5 | 1 | -1 | -1 | u | 111 | 5 | 0.2 | 0.6
O=C1c2ccccc2C(c2nnnn2-c2ccc3c(c2)OCCO3)N1Cc1ccc2c(c1)OCO2 (stereo not drawn) | -0.1 | x | x | x | 2 | -3 | 96 | -2 | 1.7 | x
COc1cccc(NC(=O)CSc2nc3ccccc3c3nc4ccccc4n23)c1 | -0.2 | 19 | -4 | 0 | -3 | -10 | 94 | 3 | -1.5 | 3.7
CCc1nc2c(OCc3ccc(F)cc3)cccn2c1N(C)C(=O)c1ccncc1 | -0.1 | 14 | 2 | -1 | 1 | 2 | 99 | 6 | -1.5 | 0.6
CCOc1ccc(NS(=O)(=O)c2ccc(C(=O)N(CC)CC(=O)NCc3cccs3)cc2)cc1 | 0.5 | 4 | -3 | -1 | 0 | -5 | 95 | 2 | 0.3 | -2.2
O=C(Nc1cccc(S(=O)(=O)N2CCCCC2)c1)c1cc([N+](=O)[O-])ccc1N1CCOCC1 | -0.3 | 9 | 18 | -4 | -7 | 3 | 101 | 9 | -0.2 | 1.6
CCCn1cnc2c(=O)oc3ccccc3c21 | 0.2 | -6 | 1 | 1 | 4 | 3 | 100 | 4 | 2.1 | -0.4
CC1CCCCC1NC(=O)COC(=O)C12CC3CC(CC(Cl)(C3)C1)C2 (stereo not drawn) | -0.1 | -1 | 6 | -2 | -1 | 0 | 98 | -2 | 0.1 | 0.3
Cc1cc(N2C(=O)CC(C(C)c3ccccc3)C2=O)no1 (stereo not drawn) | -0.1 | 10 | 10 | 2 | 8 | 9 | 96 | 2 | -3.9 | -0.4
O=C1C(CO)C(CO)C(CO)C1CO (stereo not drawn) | -0.1 | 0 | 2 | 0 | 3 | 69* | 86 | 1 | 2.6 | -0.8
CCC(CC)COC(=O)C1=C(C)NC(=O)NC1c1cc(OC)ccc1OC (stereo not drawn) | -0.1 | 16 | 12 | 0 | -5 | -6 | 98 | -8 | -0.7 | 3.5
CS(=O)(=O)c1ccc(Cl)c(NC(=O)COC(=O)CCN=C2NS(=O)(=O)c3ccccc32)c1 | -0.4 | 2 | 6 | 1 | 3 | 4 | 86 | -11 | 0.3 | -1.6

The final two entries of the part before open the next one.
SMILES | aDG glyco up | MC4R antagonist | H9c2 protect | N-glyco inh | HTR2A ag | Granule exo inh | ABCB6 inh MLPCN | ABHD5-PLIN5 inh | iPSC survival up | MC4R ag barr
CCC(CC)COC(=O)C1=C(C)NC(=O)NC1c1cc(OC)ccc1OC (stereo not drawn) | -0.1 | 16 | 12 | 0 | -5 | -6 | 98 | -8 | -0.7 | 3.5
CS(=O)(=O)c1ccc(Cl)c(NC(=O)COC(=O)CCN=C2NS(=O)(=O)c3ccccc32)c1 | -0.4 | 2 | 6 | 1 | 3 | 4 | 86 | -11 | 0.3 | -1.6
COc1ccc(-c2nnc(SCC(=O)Nc3sc4c(c3C#N)CCCC4)n2-c2ccccc2)cc1 | 0.0 | 3 | -14 | 2 | 2 | 1 | 97 | -4 | 1.0 | 0.4
N#Cc1c(/N=C/N2CCOCC2)sc2c1CCCCC2 | -0.4 | -5 | -7 | -7 | -2 | 2 | 86 | 0 | -0.6 | -0.6
N#Cc1c(-c2ccccc2)ccn(Cc2ccc(Cl)cc2)c1=O | 1.0 | 0 | -8 | -1 | -5 | 42 | 97 | 4 | -0.9 | -1.2
CSc1ccc(S(=O)(=O)N2CCC(C(=O)Nc3cccnc3)CC2)cc1 | 0.2 | -4 | -2 | 0 | -4 | -9 | 98 | 3 | -0.1 | 1.0
O=C1CN(C(=O)COC(=O)c2ccc(N3CCCCCC3)c([N+](=O)[O-])c2)c2ccccc2N1 | -0.2 | 5 | 1 | 1 | -2 | 3 | 97 | 2 | -0.7 | 1.0
CCC(=O)Nc1ccc(NC(=O)CSc2nnc(-c3ccc(O)cc3)n2CC2CCCO2)cc1 (stereo not drawn) | 0.3 | 3 | -2 | 3 | 0 | -1 | 94 | -1 | 1.8 | 0.1
O=C(NC1CCCc2ccccc21)c1ccc(F)cc1F (stereo not drawn) | 0.0 | -2 | 0 | -2 | 4 | 4 | 98 | -2 | -0.1 | -1.8
Cc1csc(SCC(=O)Nc2cccc(S(=O)(=O)N3CCOCC3)c2)n1 | -0.1 | 23 | -6 | 1 | -4 | 9 | 100 | 1 | -0.3 | -2.5
O=C(COC(=O)CC1CC2CCC1C2)Nc1ccccc1[N+](=O)[O-] (stereo not drawn) | -0.3 | 6 | -10 | 0 | 0 | -1 | 101 | 1 | -1.9 | 5.0
CCN([C@H](CO)CC(C)C)S(=O)(=O)c1ccccc1 | -0.1 | 9 | 7 | 1 | -2 | -2 | 103 | -1 | -0.8 | -1.2
Cc1cc(C(=O)N/N=C/C(Cl)=C/c2ccccc2)c(C)o1 | 0.0 | 3 | -3 | 3 | -4 | 5 | 95 | 0 | 0.2 | 2.9
Clc1cccc(-c2ccc(C=Nc3ccc(N4CCOCC4)cc3)o2)c1 | 0.1 | 0 | -8 | 5 | 0 | -2 | 93 | -15 | -0.6 | -0.8
COc1ccc(/C=N/NC(=O)c2ccc(O)cc2O)cc1CSc1ccccn1 | -0.1 | -8 | 7 | -4 | 8 | 8 | 97 | 4 | 0.5 | 0.5
CCN1C(=NCc2cc(OC)c(OC)c(OC)c2)N[C@@H](c2cccc(C(F)(F)F)c2)C(C(=O)OC)=C1C | 0.1 | -2 | -4 | 2 | -1 | -3 | 95 | -8 | -3.1 | 0.5
C=C(C)c1cccc(C(C)(C)NC(=O)N2CCN(C(=O)OCC)CC2)c1 | -0.3 | 10 | -1 | -1 | -2 | -1 | 102 | -1 | 1.0 | 0.2
O=c1c(OC2OC(CO)C(O)C(O)C2OC2OC(CO)C(O)C(O)C2OC2OC(CO)C(O)C(O)C2O)c(-c2ccc(O)c(O)c2)oc2cc(O)cc(O)c12 (stereo not drawn) | 0.3 | -2 | 0 | 0 | 0 | -2 | 101 | -1 | -2.0 | -2.8
C/C(CC(=O)NC1CCCC1)=N\NC(=O)C1CCCCC1 | -0.2 | 9 | 0 | 6 | 1 | -1 | 99 | 7 | -0.1 | -2.5
COc1ccccc1CNc1nc(Nc2ccccc2Cl)c2sccc2n1 | 5.5 | 9 | -29 | -5 | 0 | 2 | 89 | -6 | 0.8 | 0.1
N=C1/C(=C\c2ccc(Br)o2)C(=O)N=C2SC(CC(=O)N3CCOCC3)=NN12 | 0.0 | -4 | -5 | 1 | 5 | 2 | 99 | -2 | 0.8 | -1.4
O=C(NCCc1ccccc1)C1=CCN(S(=O)(=O)c2ccccc2)CC1 | 0.0 | 7 | -3 | -1 | 7 | -1 | 101 | 6 | -0.5 | 0.1
CCc1ccc(NC(=O)CSc2nc(C)cs2)cc1 | 0.4 | 9 | -9 | -1 | 1 | 2 | 104 | -2 | -2.3 | 2.5
Cc1nc(-c2ccccc2)sc1-c1nc(-c2cccnc2)ncc1S(=O)(=O)c1ccccc1 | -0.2 | 8 | 6 | 14 | 0 | 4 | 112 | 4 | -1.9 | 1.2
O=C(Nc1ccccc1Oc1cccnc1)C1CCCN(Cc2ccc(F)cc2)C1 (stereo not drawn) | 0.0 | 9 | 4 | -2 | -4 | -4 | 100 | -2 | 0.0 | 0.1
CCN(CC)S(=O)(=O)c1cccc(C(=O)N/N=C2\CC(=O)CC(C)(C)C2)c1 | -0.1 | 0 | 3 | -2 | -3 | 0 | 94 | 0 | -0.5 | -2.4
CCN1C(=NCc2ccc(OC)cc2)N[C@@H](c2ccccc2)[C@H](C(=O)OC)[C@H]1C | 0.3 | -3 | 1 | -1 | 1 | -1 | 94 | 4 | 1.0 | 0.0
Cn1cccc1Cc1nnc(SCC(=O)N2CCCCCC2)n1CCc1ccccc1 | -0.1 | 8 | -6 | 2 | 2 | 0 | 102 | -5 | -0.1 | -1.4
CN(C)Cc1c(C(=O)N/N=C/C2CC=CCC2)nnn1-c1nonc1N (stereo not drawn) | -0.3 | 0 | -1 | 0 | 5 | -6 | 96 | -1 | 0.1 | 1.3
CCCS(=O)(=O)N1CCCC(C(=O)NCCN(CC)c2ccccc2)C1 (stereo not drawn) | -0.1 | 3 | 4 | -1 | 0 | 8 | 107 | -5 | -3.6 | 1.1
Cc1nn(-c2ccccc2)c2c1C(c1cccc([N+](=O)[O-])c1)N(c1ccccc1)C(=O)N2 (stereo not drawn) | -0.2 | 6 | 1 | 1 | 1 | -3 | 97 | 8 | -1.1 | -1.6
Cc1ccc(S(=O)(=O)Nc2ccc3c(c2)ncn3C(C)(C)C)cc1 | 0.0 | 13 | -6 | 2 | -4 | -1 | 100 | -8 | 3.9 | 0.3
COC(=O)c1ccccc1OCc1cc(=O)oc2ccc(C)cc12 | 0.5 | x | -1 | -1 | -4 | -4 | 93 | 0 | 0.4 | x
O=C(N/N=C/c1cccc(Cl)c1)C(c1ccncc1)N1CCOCC1 (stereo not drawn) | 0.0 | 1 | 2 | -2 | -1 | 0 | 99 | 2 | -0.7 | -2.5
COc1ccc([C@H]2CC(=O)C=C(c3cccc(Cl)c3O)C2)cc1OC | -0.2 | 1 | 1 | -1 | 0 | 1 | 103 | 0 | 3.2 | 0.5
CC(c1ccncc1)C(C)c1ccncc1 (stereo not drawn) | 0.0 | -5 | 6 | 0 | 2 | 0 | 94 | 3 | 1.2 | -1.6
